High-throughput results (PubChem)
POLH inh – qHTS for Inhibitors of Polymerase Eta. DNA polymerase eta (Homo sapiens), Q9Y253. recombinant Pol eta, fluorescent DNA replication assay. Potency, µM (top dose mostly 114 µM), for the others: at the highest dose activity change, negative = inhibition, usual class: inhibitors. 1.2% of 390,000 active; note: % is set by controls: 0 for no effect and ±100 for the full control effect
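Pol eta at 10 nM preincubated with compounds 15 min at room temperature; reaction started with fluorescent substrate (50 nM final) and read kinetically at 0 and 10 min.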
POLI inh – qHTS for Inhibitors of Polymerase Iota | Potency, µM (series often up to 115 µM), without a hit: top-dose activity, negative = inhibition, most hits filed as inhibitors | 1% of 390,000 active | DNA polymerase iota (Homo sapiens), Q9UNA4 | Pol iota fluorescent replication assay, 10 min
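Pol iota at 10 nM preincubated 15 min with compounds at room temperature; reaction started with fluorescent substrate, 50 nM final. Fluorescence read kinetically at 0 and 10 min; buffer-only wells as negative control.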
Pol kappa inh – qHTS for Inhibitors of Polymerase Kappa. DNA polymerase kappa (Homo sapiens), Q9UBT6. purified Pol kappa, fluorescent DNA synthesis assay, 10 min. Potency, µM (highest dose often 107 µM), without a hit: at the highest dose activity, negative = inhibition, usual class: inhibitors. 0.53% of 400,000 active; note: % is set by controls: 0 for no effect and ±100 for the full control effect
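Kinetic fluorescence screen: compound preincubated 15 min RT with 10 nM enzyme; 50 nM substrate (final) initiates; reads at 0/10 min.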
Apoferritin bind – qHTS Assay for Identification of Novel General Anesthetics; Ferritin light chain (Equus caballus), P02791; apoferritin/1-aminoanthracene competitive binding, fluorescence; Potency, µM (highest dose often 77.5 µM), for inactives: top-dose activity change, negative = displacement, usual class: inhibitors; 0.074% of 350,000 active; AID 485281, 2010; note: % is set by controls: 0 for no effect and ±100 for the full control effect; nearly all actives have a fitted effect of over 20% in size
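Steps: apoferritin (10 uM) was premixed with half-saturated 1-AMA in PBS, compounds were pin-transferred, plates stood 10 min at room temperature, fluorescence was read at 380/535 nm, and curves were fitted with a Hill equation.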
POLB inh – qHTS Assay for Inhibitors of DNA Polymerase Beta | P06746 | Pol beta primer extension/strand displacement, fluorescence kinetic | 1.3% of 340,000 active | Potency, µM (doses to about 114 µM), without a hit: at the top dose activity change, negative = inhibition, usual class: inhibitors; note: % is set by controls: 0 for no effect and ±100 for the full control effect
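10 nM enzyme + cpd, 15 min RT; start with substrate 50 nM final; read 0 min and after 10 min RT. Corrected, normalized data; 4-parameter Hill curve fit.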
APE1 inh – qHTS Assay for Inhibitors of the Human Apurinic/apyrimidinic Endonuclease 1 (APE1) | DNA repair nuclease/redox regulator APEX1 (Homo sapiens), P27695 | 0.35% of 350,000 active | Potency, µM (doses to about 65.8 µM), for inactives: at the top dose activity change, negative = inhibition, usual class: inhibitors | recombinant APE1, TAMRA/BHQ-2 abasic DNA cleavage fluorescence;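 note: plate controls were vehicle for no effect and reference inhibitor for full effect; nearly all actives have a fitted effect of over 55% in size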
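Step 1: APE1 (0.75 nM) with compound, 15 min RT. Step 2: add 50 nM fluorophore/quencher THF duplex. Step 3: three fluorescence reads 60 s apart (525/598 nm); read 3 minus read 1 = reaction progress.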
BLM inh – qHTS Assay for Inhibitors of Bloom's syndrome helicase (BLM). RecQ-like DNA helicase BLM (Homo sapiens), P54132. recombinant BLM DNA unwinding, fluorescence dequenching. Potency, µM (highest dose often 56.1 µM), for inactives: at the top dose activity change, negative = inhibition, usual class: inhibitors. 0.2% of 350,000 active. AID 2528, 2010;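 note: plate controls were vehicle for no effect and no enzyme for full effect; nearly all actives have a fitted effect of over 35% in size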
Target sequence (P54132 whole entry, looked up): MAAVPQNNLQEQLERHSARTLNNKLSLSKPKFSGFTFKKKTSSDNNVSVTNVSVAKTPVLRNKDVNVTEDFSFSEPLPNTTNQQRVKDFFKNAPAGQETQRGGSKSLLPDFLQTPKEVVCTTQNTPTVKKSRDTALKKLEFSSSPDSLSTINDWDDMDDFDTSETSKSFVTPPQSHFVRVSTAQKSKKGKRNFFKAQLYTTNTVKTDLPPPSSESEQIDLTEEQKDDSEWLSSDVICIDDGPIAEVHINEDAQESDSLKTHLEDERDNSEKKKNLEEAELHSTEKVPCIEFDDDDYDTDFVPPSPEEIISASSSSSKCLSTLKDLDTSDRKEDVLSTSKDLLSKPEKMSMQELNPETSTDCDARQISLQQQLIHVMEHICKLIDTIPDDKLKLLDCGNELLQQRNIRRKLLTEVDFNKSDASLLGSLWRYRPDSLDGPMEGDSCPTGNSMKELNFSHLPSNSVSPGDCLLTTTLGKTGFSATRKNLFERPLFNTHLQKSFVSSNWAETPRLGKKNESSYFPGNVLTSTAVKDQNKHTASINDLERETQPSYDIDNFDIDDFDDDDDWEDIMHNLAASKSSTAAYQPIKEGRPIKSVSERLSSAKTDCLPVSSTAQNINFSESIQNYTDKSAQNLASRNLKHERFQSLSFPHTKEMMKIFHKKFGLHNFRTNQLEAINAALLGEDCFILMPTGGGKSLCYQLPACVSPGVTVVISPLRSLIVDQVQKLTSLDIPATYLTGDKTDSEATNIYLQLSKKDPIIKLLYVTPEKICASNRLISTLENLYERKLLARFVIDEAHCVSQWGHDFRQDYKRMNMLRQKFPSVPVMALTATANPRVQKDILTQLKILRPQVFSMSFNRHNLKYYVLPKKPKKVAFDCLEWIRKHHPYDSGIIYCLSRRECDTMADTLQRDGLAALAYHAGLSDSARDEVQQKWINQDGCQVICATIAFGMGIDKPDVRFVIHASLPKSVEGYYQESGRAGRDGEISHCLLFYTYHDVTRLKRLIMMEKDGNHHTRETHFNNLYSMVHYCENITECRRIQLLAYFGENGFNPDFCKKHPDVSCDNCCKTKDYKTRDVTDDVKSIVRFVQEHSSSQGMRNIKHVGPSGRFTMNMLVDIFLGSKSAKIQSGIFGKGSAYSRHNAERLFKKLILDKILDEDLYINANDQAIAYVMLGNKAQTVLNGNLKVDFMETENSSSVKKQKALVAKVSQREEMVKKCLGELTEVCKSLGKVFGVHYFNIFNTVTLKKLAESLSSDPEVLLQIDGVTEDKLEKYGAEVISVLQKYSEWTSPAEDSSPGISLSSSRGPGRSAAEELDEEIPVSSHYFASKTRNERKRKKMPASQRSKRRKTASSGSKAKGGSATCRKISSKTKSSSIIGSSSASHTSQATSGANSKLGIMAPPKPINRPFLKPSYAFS
BAZ2B block – qHTS Assay for Inhibitors of BAZ2B | AlphaScreen BAZ2B-H3K14Ac peptide displacement | Potency, µM (doses to about 114 µM), inactives show top-dose activity change, negative = inhibition, hits mostly inhibitors | 4.4% of 360,000 active; note: % is set by controls: 0 for no effect and ±100 for the full control effect; nearly all actives have a fitted effect of over 60% in size
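Compounds, titrated to a top concentration of 110 uM, were incubated 30 min at room temperature with preformed BAZ2B/acetyl-K14 H3 peptide complex (50 nM each). Proximity signal was measured by AlphaScreen after 20 min with beads.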
G9a block – qHTS Assay for Inhibitors of Histone Lysine Methyltransferase G9a; Histone-lysine N-methyltransferase EHMT2 (Homo sapiens), Q96KQ7; G9a H3K9 monomethylation, AlphaScreen, 2 h; Potency, µM (highest dose often 102 µM), for inactives: at the highest dose activity, negative = inhibition, hits mostly inhibitors; 8.8% of 350,000 active; AID 504332, 2011; note: % is set by controls: 0 for no effect and ±100 for the full control effect; nearly all actives have a fitted effect of over 75% in size
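Using a bead-based AlphaScreen, monomethylated H3K9 product from 2 h room-temperature reactions (G9a 20 nM, peptide 500 nM, SAM 20 uM) was detected with 0.5 ug/mL rabbit anti-H3K9me1 antibody.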
Starred values were filed as active, the others as inactive; ? = inconclusive; · = not tested or not shown; & = joins results of further samples; [ ] = remark or other dose. Calls come from the whole dose curve; as a rule, active = well fitted curve in the direction sought with a large enough effect; inconclusive = small, poorly fitted or top-dose-only effect, or another doubt; inactive = no such curve, though single readings can be large; an effect the other way counts as inactive or inconclusive. Potency is the fitted concentration of half-maximal effect. An excerpt (hit frequency here may not be typical).

Preview:
Values in the order – POLB inh, BLM inh, APE1 inh, POLI inh, Apoferritin bind, BAZ2B block, POLH inh, G9a block, Pol kappa inh
CC(C)CNS(=O)(=O)c1cc(C(=O)OCC(=O)c2ccc3c(c2)OCCO3)c(Cl)cc1Cl
→ -1%, -7%, -6%, 29%, -4%, -4%, -5%, ?, -17%
Cc1ccc(SCc2cn3cccnc3n2)cc1
→ 38%, 1%, -2%, -3%, -20%, 1%, -19%, 3%[59 µM], -3%

This part in full, repeating the preview:
Values in the order – POLB inh, BLM inh, APE1 inh, POLI inh, Apoferritin bind, BAZ2B block, POLH inh, G9a block, Pol kappa inh
CC(C)CNS(=O)(=O)c1cc(C(=O)OCC(=O)c2ccc3c(c2)OCCO3)c(Cl)cc1Cl
→ -1%, -7%, -6%, 29%, -4%, -4%, -5%, ?, -17%
Cc1ccc(SCc2cn3cccnc3n2)cc1
→ 38%, 1%, -2%, -3%, -20%, 1%, -19%, 3%[59 µM], -3%
O=C(CSc1nc(-c2ccccc2)cc(=O)[nH]1)Nc1ccccn1
→ -20%, -3%, 2%, -3%, 4%, -11%, ?, ?, -18%
Cc1cccc2cc(CN(C(=O)c3cccs3)c3ccccc3)c(=O)[nH]c12
→ 8%, 1%, 0%, -8%, -1%, 3%, -13%, ?, -3%
CCOC(=O)c1cc(NC(=O)c2ccc(OC)cc2)c(=O)n2c1oc1ccc(Cl)cc12
→ -1%, -7%, ·, 17%, -6%, 8%, -18%, 6%[59 µM], -4%
COc1ccccc1CCN1CCCC(CN(C)C(=O)c2ccc3nc[nH]c3c2)C1 (stereo not drawn)
→ -19%, 2%, 40%, 3%, -9%, -28%, -6%, ?, -20%
CCCN(CCC)S(=O)(=O)c1ccc(C(=O)NCc2ccc3c(c2)OCO3)cc1
→ 16%, -10%, 0%, -9%, ?, 7%, -24%, 16%, -10%
O=C(NNC(=S)Nc1ccccc1C(F)(F)F)c1ccc(Br)o1
→ 8%, -2%, ?, 7%, -7%, -8%, -2%, -7%, -5%
O=C(Nc1cc(Cl)ccc1-n1cncn1)c1ccc([N+](=O)[O-])s1
→ -9%, -4%, 39%, -16%, -21%, -35%, -4%, ?, -14%
O=C(C1=NN[C@@H]2C(=O)N(c3cccc(F)c3)C(=O)[C@H]12)C(c1ccccc1)c1ccccc1
→ 33%, -2%, 14%, -4%, -6%, -3%, -15%, 21%[59 µM], -6%
CCOC(=O)C(C)Sc1ncc(-c2ccccc2)cn1 (stereo not drawn)
→ 32%, -5%, 2%, 33%[activator], -6%, 26%, -12%, 67%[activator], -2%
Cc1c(C)n(-c2ccccc2)c2ncnc(NCCCN(C)C)c12
→ 22%, -7%, -14%, -12%, 6%, ?, -6%, 14%[2.33 µM], -13%
COc1cc(-c2nnc(SCC(=O)Nc3cc(C)on3)n2C)cc(OC)c1O
→ 5%, 0%, 2%, ?, -10%, ·, -10%, ?, -1%
Cn1cnc2cc(NS(=O)(=O)c3ccc(Br)cc3)ccc21
→ 25%, -2%, 1%, -4%, -24%, 3%, -18%, 7%[59 µM], -5%
Cc1ccc(COCC(CC(C)C)N2CCN(C(=O)c3cccc(C(F)(F)F)c3)CCC2=O)cc1 (stereo not drawn)
→ 8%, -8%, 13%, -15%, -21%, -3%, -13%, ?, -24%
CCc1ccc(Nc2sc(C(=O)c3ccccc3)c(N)c2S(C)(=O)=O)cc1
→ 1%, -8%, ·, 30%[activator], -2%, ?, -25%, -29%[59 µM], -9%
COc1ccccc1C(=O)N/C(=N/c1nc(C)cc(C)n1)Nc1ccccc1
→ 1%, 1%, 1%, -5%, 3%, -9%, -17%, 0%, 0%
COc1ccc(S(=O)(=O)N(C)c2ccc(C(=O)NCc3ccco3)cc2)cc1
→ 83%, -2%, -7%, -2%, -15%, -30%, -22%, 3%, -4%
Fc1ccc(/C=N/N2CCCCC2)c(F)c1
→ 33%, -7%, 26%, -16%, 3%, 7%, -12%, 50%, -20%
Cc1ccnc(OC(C(=O)O)C(OCCc2ccccc2)(c2ccccc2)c2ccccc2)n1 (stereo not drawn)
→ ?, -4%, 48%, -17%, -7%, 10%, -1%, 9%, 3%
Cc1cc(N2CCN(C(=O)c3ccco3)CC2)n2ncc(-c3ccccc3)c2n1
→ 22%, -6%, -2%, 5%, 421%[activator], -2%, -15%, -1%, -7%
Cc1cccc(NC(=O)c2ccc(N3C(=O)C4C5C=CC(C6CC56)C4C3=O)cc2)c1 (stereo not drawn)
→ -3%, -5%, -4%, -24%, -18%, -15%, -6%, ·, -14%
CCOC(=O)CN1C(=O)N[C@@H](c2cccc(F)c2)C(C(=O)OC)=C1C
→ ·, 1%[12.4 µM], -2%[12.4 µM], 5%, ·, ·, -4%, ·, -1%
CC(C)c1ccccc1NCC(=O)N1CCN(Cc2ccccc2)CC1
→ 2%, -9%, 10%, 25%, -8%, -33%, -23%, 50µM*, -5%
Cc1ccc(NC(=O)Cn2cccc2)cc1Cl
→ -18%, -7%, 1%, ?, 5%, -13%, -16%, ?, -2%
CC(C)NC(=O)c1c(O)c2cccc3c2n(c1=O)CCC3
→ -15%, -5%, 1%, -30%, 3%, -18%, -1%, -42%, -36%
COc1ccccc1CNC(=O)C1(C)Oc2cccnc2NC1=O (stereo not drawn)
→ 5%, 2%, 20%, 73%[activator], -2%, -8%, -10%, 4%, -3%
N#Cc1cccc(NC(=O)Nc2cccs2)c1
→ -19%, -7%, -7%, 2%, -5%, -7%, -5%, 79µM*, -8%
O=C(CCCOc1ccccc1)Nc1cccnc1
→ 28%, 0%, 2%, 5%, -9%, 7%, -7%, -15%[59 µM], -7%
Cc1ccc(C)c(NS(=O)(=O)c2cc(C(N)=O)ccc2C)c1
→ 6%, -20%, -10%, -2%, -8%, 21%, 5%, -15%[12.7 µM], -5%
COc1cc2c(cc1OC)/C(=C/C#N)NC(C)(C)C2
→ 3%, -3%, 2%, 6%, -18%, -30%, -3%, -5%[59 µM], -5%
COc1ccc(CNC(=O)C(=O)NCCC2CCCCN2S(=O)(=O)c2ccccc2)cc1 (stereo not drawn)
→ ·, ·, 24%, -11%, ·, 6%, -15%, 9%[2.33 µM], -4%
O=C(CCn1c(=S)oc2ccccc21)NC1CCCCC1
→ ?, 0%, -4%, -11%, -9%, -2%, 26%, 9%, 14%
Cc1sc2nc(CSCC(=O)N(CCC#N)c3ccccc3)[nH]c(=O)c2c1C
→ 9%, 0%, -2%, -12%, -12%, 1%, -4%, ?, 7%
O=C(/C=C/c1ccc(O)c(O)c1)OCCc1ccccc1
→ -5%[57.1 µM], -10%&-9%, ?, -3%[58.9 µM], ?, ·, ?, 3.5µM*, -15%[60.1 µM]
S=C(NC1CCCC1)N1CCN(c2cccc(Cl)c2)CC1
→ -8%, -6%, -4%, ?, 4%, -11%, -11%, 0%, -9%
CC(=O)C1=C(C)N(c2ccccc2)C(=O)C1(NS(=O)(=O)c1ccc(N)cc1)C(F)(F)F (stereo not drawn)
→ -1%, -1%, -1%, 60%[activator], -7%, -19%, 13%, ?, -19%
OC(CNc1nc(C(F)(F)F)nc2ccccc12)c1ccccc1 (stereo not drawn)
→ 1%, -6%, 5%, 12%, -9%, -3%, -17%, 37%, 5%
O=C(NC1CC1)C1=C[C@@H](c2csc3ccccc23)C[C@@H](OCc2ccc(CO)cc2)O1
→ 19%, -8%, -1%, 3%, -12%, -19%, -11%, 7%[12.7 µM], -17%
CC(=O)Nc1ccc(O)cc1[N+](=O)[O-]
→ 2%, -1%, 15%, ?, 0%, -2%, 10%, -33%[2.33 µM], -21%
CC(C)CC[C@@H](O)[C@](C)(O)C1CC[C@@]2(O)C3=CC(=O)[C@@H]4C[C@@H](O)[C@@H](O)C[C@]4(C)C3CC[C@]12C (stereo partly drawn)
→ ·, ·, 19%, 2%, ·, ·, 7%, ·, -7%
COc1ccc(OC)c(S(=O)(=O)N2CCCC(C(=O)NCCc3ccccc3)C2)c1 (stereo not drawn)
→ ?, -1%, 6%, 22%, -4%, -9%, -13%, ·, -8%
COc1ccc(C(=O)N/N=C(\c2ccccc2)c2ccccn2)cc1
→ 43%, -7%, 14%, 8%, -6%, -9%, -5%, -6%[59 µM], -10%
CCN1CCN(c2oc(COc3ccc(-c4ccccc4)cc3)nc2C#N)CC1
→ -19%, -6%, -3%, -10%, 116%[activator], 32µM*, -19%, 40µM*, -1%
CCOC(=O)C(Cc1c[nH]c2ccccc12)NC(=O)c1ccco1 (stereo not drawn)
→ 21%, -1%, -8%, -7%, -13%, -8%, -12%, -18%, -11%
O=C(Nc1ccccn1)c1cccc(S(=O)(=O)N2CCOCC2)c1
→ -17%, 2%, 3%, -5%, -9%, -26%, -16%, -5%[59 µM], 2%
O=C(c1ccco1)N1N=C(c2ccc(Cl)cc2)CC1c1ccco1 (stereo not drawn)
→ ?, -6%, 18%, ?, -12%, ?, -5%, -20%, -7%
Cc1ccccc1OCC(=O)Nc1ccc(S(=O)(=O)Nc2onc(C)c2C)cc1
→ 6%, 3%, 9%[12.4 µM], ?, 4%, -5%, -6%, 4%[59 µM], -13%
O=C(c1cccnc1)c1cccnc1
→ 18%, -2%, -3%, 172%[activator], 2%, 6%, -11%, ?, 4%
CN(CCN1CCOCC1)Cc1nc(-c2cccs2)no1
→ 3%, -8%, 9%, 21%, -6%, 0%, -17%, -41%, -8%

Four compounds from above, arranged by the value under BAZ2B block, rising.
SMILES	BAZ2B block
O=C(Nc1ccccn1)c1cccc(S(=O)(=O)N2CCOCC2)c1	-26%
Cc1ccccc1OCC(=O)Nc1ccc(S(=O)(=O)Nc2onc(C)c2C)cc1	-5%
CN(CCN1CCOCC1)Cc1nc(-c2cccs2)no1	0%
O=C(c1cccnc1)c1cccnc1	6%
